# Abeta yeast res: restores growth of yeast expressing A-beta42 peptide; yeast expressing A-beta42, growth rescue, OD600, 48 h; response scale: 0% DMSO, 100% iron-clioquinol control; Potency, µM (series often up to 46.1 µM), inactives show top-dose growth rescue, hits mostly activators; 410,000 compounds, 0.063% hits; also: potency is read from the fitted curve at half-maximal effect; nearly all actives have a fitted effect of over 55% in size
#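 Growth rescue measured by 600 nm absorbance after 48 h yeast culture at 30 C with compound. Values normalized between DMSO and an equimolar ferric chloride plus clioquinol control.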
# WRN inhibitor: blocks human WRN helicase. Q14191. WRN helicase unwinding, fluorescent forked duplex, kinetic. Potency, µM (highest dose often 114 µM), for the others: top-dose activity change, negative = inhibition, hits mostly inhibitors. 360,000 compounds, 0.46% hits. AID 651768; also: potency is read from the fitted curve at half-maximal effect; % is scaled to controls: 0 for no effect and ±100 for the full control effect; nearly all actives have a fitted effect of over 55% in size
#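 Enzyme (20 nM final) and test compound sit together 15 min at room temperature before substrate addition. Substrate is a single-forked duplex oligonucleotide (100 nM) labelled with fluorophore and quencher, with 2 mM ATP; helicase unwinding raises red fluorescence, read kinetically.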
# PLK1 PBD inh: blocks phosphopeptide binding to human PLK1 polo-box domain; Plk1 PBD binding of FITC phosphopeptide, fluorescence polarization; Potency, µM, for inactives: max response, negative = inhibition, hits mostly inhibitors; 360,000 compounds, 2.8% hits; also: potency is read from the fitted curve at half-maximal effect; series mostly up to about 57 µM; % is scaled to controls: 0 for no effect and ±100 for the full control effect; nearly all actives have a fitted effect of over 65% in size
# EPAC1 antag: EPAC1 (human) antagonism | O95398 | EPAC1 GEF assay, Rap1b-BODIPY-GDP exchange fluorescence | Potency, µM (highest dose often 115 µM), inactives show top-dose activity change, negative = inhibition, usual class: inhibitors | 360,000 compounds, 0.14% hits | AID 720709;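 also: potency is read from the fitted curve at half-maximal effect; plate controls were vehicle for no effect and positive control for full effect; nearly all actives have a fitted effect of over 50% in size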
# Target sequence (O95398 whole entry, looked up): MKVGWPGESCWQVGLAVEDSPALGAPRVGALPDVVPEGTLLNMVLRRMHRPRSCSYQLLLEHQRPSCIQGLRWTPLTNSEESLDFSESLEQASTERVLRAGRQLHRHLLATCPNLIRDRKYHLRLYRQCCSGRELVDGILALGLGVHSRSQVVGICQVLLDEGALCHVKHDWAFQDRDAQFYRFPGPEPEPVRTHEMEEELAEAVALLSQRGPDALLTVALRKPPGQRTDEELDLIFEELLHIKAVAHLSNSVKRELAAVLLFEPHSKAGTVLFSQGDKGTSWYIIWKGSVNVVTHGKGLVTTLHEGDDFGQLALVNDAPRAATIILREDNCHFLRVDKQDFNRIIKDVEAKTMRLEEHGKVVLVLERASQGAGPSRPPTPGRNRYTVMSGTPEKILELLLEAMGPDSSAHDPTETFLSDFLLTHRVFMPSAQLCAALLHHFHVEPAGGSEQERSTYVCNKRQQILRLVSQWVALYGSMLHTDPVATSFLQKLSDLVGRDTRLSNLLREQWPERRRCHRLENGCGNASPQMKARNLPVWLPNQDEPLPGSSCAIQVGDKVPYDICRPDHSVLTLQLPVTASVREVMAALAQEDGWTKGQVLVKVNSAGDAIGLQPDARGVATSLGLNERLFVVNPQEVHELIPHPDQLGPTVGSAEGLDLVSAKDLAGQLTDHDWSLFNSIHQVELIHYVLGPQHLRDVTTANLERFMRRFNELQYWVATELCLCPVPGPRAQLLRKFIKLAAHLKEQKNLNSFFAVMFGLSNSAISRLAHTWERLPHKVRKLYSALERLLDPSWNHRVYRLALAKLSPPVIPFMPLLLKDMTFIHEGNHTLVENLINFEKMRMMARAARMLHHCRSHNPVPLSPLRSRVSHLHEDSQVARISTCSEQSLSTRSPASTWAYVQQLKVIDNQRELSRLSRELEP
# IL2 activator: activators of IL-2 | IL-2 activation reporter assay, cell-based qHTS; stimulated with anti-CD3/CD4/CD28 beads; in transgenic mouse T cells | activation, % (series mostly up to about 46 µM) | 360,000 compounds, 0.065% hits | AID 652025; in the data active = activation above about 50%; inconclusive = mostly about 30% to 49%; also: 0% is about no effect
#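 EGFP and DsRed fluorescence is measured by plate cytometry in unstimulated transgenic mouse T cells exposed to compound for 60 minutes, then stimulated 18 hours at 37 degrees C with anti-CD3/anti-CD4 beads plus anti-CD28.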
# EPAC1 agonist: activates human EPAC1 exchange factor; Potency, µM (top dose mostly 154 µM), without a hit: top-dose activation, hits mostly activators; AID 720707; EPAC1 agonist qHTS, biochemical assay; response scale: 100% = response to 6.5 mM cAMP; O95398; 360,000 compounds, 0.073% hits; also: potency is read from the fitted curve at half-maximal effect; nearly all actives have a fitted effect of over 60% in size
#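 Fluorescent GDP-exchange assay: 100 nM EPAC1 with 250 nM Rap1B preloaded with BODIPY-GDP and 50 uM GDP; compounds tested as concentration series, 5 min at room temperature, then read every 5 min for 30 min (ex 480/em 540 nm); normalized to 6.5 mM cAMP.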
# PI5P4Ka inh: blocks human PI5P4K alpha kinase activity. P48426. PI5P4Kalpha enzyme, ADP-Glo luminescence, 60 min; stronger effect = lower value. max response, %. 330,000 compounds, 1.2% hits. AID 652105; active = max response of -50% or lower; inconclusive = between -30% and -50%; inactive = -30% or higher; also: value at the top dose of about 77 µM; % is scaled to controls: 0 for no effect and ±100 for the full control effect
#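 Luminescence from ADP-Glo served as readout of PI5P4Kalpha activity in a qHTS format. Reaction: enzyme, substrate, compound, ATP at 5 microM final, 60 min at RT.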
# FUS yeast rescue: FUS proteinopathy suppression in yeast; Potency, µM (series often up to 76.6 µM), inactives show at the highest dose growth rescue (activation), most hits filed as activators; S. cerevisiae FUS-expressing, growth rescue, OD600, 24 h; 390,000 compounds, 0.24% hits; AID 1347120;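 also: potency is read from the fitted curve at half-maximal effect; plate controls were DMSO vehicle for no effect and reference control for full effect; nearly all actives have a fitted effect of over 55% in size; some results filed as inactive show a strong effect at the top dose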
#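 Absorbance at 600 nm, taken 24hr after compound addition, measured rescue of FUS-yeast growth at 30C. Induction used 2% galactose with seeding at OD 0.005. Controls: CP55940 from 92uM final, DMSO only.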
# The depositor's hits bear a star; ? = inconclusive; . = not tested or not shown; [ ] = another dose, or the depositor's remark. Unless noted, calls follow the shape of the dose curve; as a rule, active = well fitted curve in the direction sought with a large enough effect; inconclusive = small, poorly fitted or top-dose-only effect, or another doubt; inactive = no such curve, though single readings can be large; an effect the other way counts as inactive or inconclusive.
SMILES,Abeta yeast res,WRN inhibitor,PLK1 PBD inh,EPAC1 antag,IL2 activator,EPAC1 agonist,PI5P4Ka inh,FUS yeast rescue
CN(CC(=O)NCCc1ccc(S(N)(=O)=O)cc1)S(=O)(=O)c1cccc2nsnc12,-4%,-9%,-5%,15%,-1.2,4%,1,7%
Cc1cc(C)c(NC(=O)CC(C)(C)C)c(Cl)c1,21%[9.22 µM],-15%,-3%,-2%,1.3,1%,-1,-46%
Nc1cc(=O)[nH]c(SCC(=O)NCCC2=CCCCC2)n1,-2%,-25%,-10%,2%,-2.7,1%,2,.
CC(=O)c1sc(Nc2nc(C)cc(C)n2)nc1C,16%,1%,-2%,-6%,-1.3,5%,-5,-13%
COc1ccccc1NC(=O)CNC(c1ccccc1)c1ccccc1,11%,4%,2%,2%,-0.5,11%,3,14%
CCOC(=O)c1cc2sc(C)cc2n1CC(=O)N(CC)CC,-3%,4%,-9%,-1%,1.5,8%,2,10%
CCc1c(C)c2cc(Cl)c(O)c(CN3CCCCC3)c2oc1=O,7%,-3%,-3%,0%,2.3,1%,.,8%
COc1cc(C(=O)NCC(c2cccs2)N2CCOCC2)cc(Br)c1OCc1ccccc1 (centres undefined),-21%,-7%,-7%,-8%,-0.1,8%,4,44%
CN(C)C(=O)Nc1ccccc1,-4%,-1%,-3%,-23%,0.3,-4%,0,-17%
CC(C)CC(C(=O)Nc1oc(-c2ccco2)c(-c2ccco2)c1C#N)N1C(=O)c2ccccc2C1=O (centres undefined),4%,?,-29%,-5%,-1.8,-8%,-23,38%
CCN(CC)c1ccc(C2Nc3cccc4cccc(c34)N2)c(O)c1,18%,-14%,5%,5%,-1.4,12%,.,13%
O=C(NNC(=O)c1cccc(S(=O)(=O)N2CCN(c3ccccc3)CC2)c1)c1ccc(Cl)cc1,0%,-7%,-9%,4%,-0.7,0%,10,.
COC(=NC(C)C)NC(C)C,0%,12%,0%,16%,3.3,2%,-6,9%
CN(C)CCNC(=O)/C(=C/c1cccc([N+](=O)[O-])c1)NC(=O)c1ccccc1,7%,12%,-14%,1%,-0.4,-3%,-4,.
CCOC(=O)c1nn(-c2ccc(Br)cc2)cc1C(=O)c1cccc2ccccc12,29%,-6%,3%,1%,-0.9,5%,.,16%
Cc1cc(C(=O)N/N=C2\CC(=O)CC(C)(C)C2)c(C)n1-c1ccc(F)cc1,10%,-7%,-26%,-8%,-3.2,-9%,-26,44%
Fc1ccccc1CSc1nnnn1-c1ccc2c(c1)OCO2,-11%,-17%,-7%,-4%,-1.2,5%,-4,16%
O=S(=O)(Nc1cccnc1)c1cccc(C(F)(F)F)c1,11%,3%,-6%,12%,-0.3,7%,.,-20%
O=C1CCCN1CCCNS(=O)(=O)c1ccccc1,7%,15%,-1%,7%,-4.4,4%,-8,-7%
CCCCn1c(N)c(N(CCOC)C(=O)CN2c3ccccc3CC2C)c(=O)[nH]c1=O (centres undefined),-13%,3%,-14%,11%,-0.2,1%,-4,?
COc1cccc(CNc2ccc3[nH]c(=O)[nH]c3c2)c1OCc1ccc(F)cc1,-13%,-9%,-9%,7%,-0.6,6%,-8,26%
COC(=O)Cc1csc(/N=C/c2c(O)n(-c3cccc(C(F)(F)F)c3)c(=O)c3ccccc23)n1,-6%,3%,6%,13%,-6.8,-3%,-2,-14%
CC(C)OC(=O)CSc1nnc(CNc2ccc(Cl)cc2)n1C,2%,6%,-3%,9%,-2.8,-7%,-1,9%
O=C(Nc1ccc(N2CCOCC2)cc1)C1CCCN(S(=O)(=O)c2cccc(C(F)(F)F)c2)C1 (centres undefined),-6%,-2%[57.1 µM],-7%,1%,2.1,-6%,-6,7%
COc1ccc(C(=O)Nc2ccc(-c3n[nH]c(=S)o3)cc2)cc1,13%,-15%,-26%,?,-1.7,1%,-55*,12%

# Entries of single compounds from above.
# CCN(CC)c1ccc(C2Nc3cccc4cccc(c34)N2)c(O)c1 in the list: Abeta yeast res = 18%; WRN inhibitor = -14%; PLK1 PBD inh = 5%; EPAC1 antag = 5%; IL2 activator = -1.4; EPAC1 agonist = 12%; PI5P4Ka inh = .; FUS yeast rescue = 13%
# COc1cc(C(=O)NCC(c2cccs2)N2CCOCC2)cc(Br)c1OCc1ccccc1 (centres undefined) in the list: Abeta yeast res = -21%; WRN inhibitor = -7%; PLK1 PBD inh = -7%; EPAC1 antag = -8%; IL2 activator = -0.1; EPAC1 agonist = 8%; PI5P4Ka inh = 4; FUS yeast rescue = 44%

# (next part)
SMILES,Abeta yeast res,WRN inhibitor,PLK1 PBD inh,EPAC1 antag,IL2 activator,EPAC1 agonist,PI5P4Ka inh,FUS yeast rescue
CN(C1=NS(=O)(=O)c2ccccc21)c1ccc(OC(=O)c2ccccc2)cc1,-7%,14%,-17%,7%,1.6,-3%,5,16%
CCn1c(COc2ccc(=O)n(-c3ccccc3)n2)n[nH]c1=S,-10%,1%,-12%,-4%,1.0,3%,-13,-3%
Cc1oc(-c2ccccc2Cl)nc1CN1CCCCC1c1cccnc1 (centres undefined),8%,5%,2%,16%,-0.3,-2%,0,-21%
N/C(=N\OC(=O)Cc1cccs1)c1ccc(Cl)cc1,2%,-8%,-2%,-27%,0.1,8%,3,5%
O=C1CC2(CCN(C(=O)c3ccc(Cl)cc3)CC2)Oc2ccccc21,22%,-7%,1%,6%,-2.0,0%,-4,7%
CSc1nsc(SC)c1NC(=O)OCC1CCCO1 (centres undefined),14%,11%,-12%,10%,-3.0,6%,.,14%
O=C(/C=C/c1c(Cl)nc2ccccn12)Nc1ccc(F)cc1,13%,-5%,-15%,-16%,0.6,-4%,0,2%
C=CCOC(=O)C1=C[C@H](C2CCCCC2)C[C@H](OCc2ccc(CO)cc2)O1,-2%,-5%,-15%,-7%,-0.2,-13%,-6,39%
CCN(CC)c1ccc(NC(=O)c2cccc(OC)c2)c(C)c1,3%,-3%,-4%,0%,-1.8,-2%,-5,-3%
CCN(CC)CCCNC(=O)CC1Sc2ccccc2NC1=O (centres undefined),10%,1%,1%,7%,1.7,-2%,-5,-17%
CC(C)c1ccc2nc(N)sc2c1,-13%,-13%,2%,-11%,-3.9,-4%,3,-16%
Cc1sc(NC(=O)COc2cccc(-n3cnnn3)c2)c(C#N)c1C,-11%,-11%,-12%,-4%,-3.8,10%,.,18%
Cc1c(NC(=O)c2ccc(Cl)c(S(=O)(=O)N3CCOCC3)c2)c(=O)n(-c2ccccc2)n1C,3%,?,-5%,7%,0.6,2%,.,13%
Cc1cc(C(=O)O)ccc1N/C=C1\CCCC(C)C1=O (centres undefined),7%,-2%,-16%,-16%,0.3,2%,-11,-1%
Cc1ccc(S(=O)(=O)NC(N)=NCCc2ccc(Cl)cc2)cc1C,0%,-15%,8%,11%,0.2,1%,12,.
COc1ccccc1N(C)S(=O)(=O)c1ccc(C)c(C(=O)NCc2ccccn2)c1,-2%,-5%,-5%,6%,0.1,7%,-3,18%
CCCC1(C(=O)OCC)NC(c2ccc(N(C)C)cc2)C2C(=O)N(c3ccc(F)cc3)C(=O)C21 (centres undefined),2%,0%,-5%,?,-2.6,0%,-1,?
COc1ccc(NC(=S)Nc2ccccc2C(F)(F)F)cc1,4%,-2%,-3%,0%,1.4,-1%,-4,20%
Cc1cccc(NC(=S)N2CCC(c3nc4ccccc4o3)CC2)c1C,?,-4%[57.1 µM],6%,0%,3.8,11%,.,?
O=C(COC(=O)c1cccs1)NCc1ccco1,-12%,?,-20%,-1%,1.5,1%,?,.
CC(OC(=O)CNS(=O)(=O)c1ccc(C#N)cc1)C(=O)Nc1cccc(C#N)c1 (centres undefined),6%,1%,-6%,-18%,-3.9,3%,-1,4%
O=C(CSc1nc2ccccc2s1)NCc1cc([N+](=O)[O-])ccc1O,5%,-14%,19µM*,-10%,-0.4,-4%,-25,28%
Cn1cc(C(=O)NCC(=O)Nc2ccccc2Br)cn1,8%,-3%,-1%,7%,0.7,3%,-9,-23%
COc1ccc(/C=N/NC(=O)C(O)(c2ccccc2)c2ccccc2)cc1OC,-4%,-17%,?,-2%,-0.2,-8%,-6,.
CCOC(=O)Cn1c(=O)oc2cc(S(=O)(=O)NCCc3ccc(OCC)c(OCC)c3)ccc21,5%,0%,-5%,0%,-0.6,3%,.,17%

# (further entries)
SMILES,Abeta yeast res,WRN inhibitor,PLK1 PBD inh,EPAC1 antag,IL2 activator,EPAC1 agonist,PI5P4Ka inh,FUS yeast rescue
Cc1ccc(NC(=O)CN2CCCC2)cc1Br,-4%,3%,0%,5%,-1.6,11%,2,-4%
CCN1C(=O)[C@H]2[C@@H](c3ccc(C)cc3)N3C(=O)N(c4cccc(Cl)c4)C(=O)[C@@]3(CC)[C@H]2C1=O,6%,6%,-1%,-10%,0.3,-3%,-5,12%
N#C/C(C(N)=O)=C1/SC=C(c2ccccc2)N1c1ccccc1,-6%,-27%,-16%,17%,0.3,8%,-1,5%
COc1cccc(NC(=O)COc2ccc(C(=O)N3CCN(C)CC3)cc2)c1,5%,5%,2%,-4%,-1.9,-8%,-6,-23%
CCCOc1ccc(N2C(=O)CC(N(Cc3ccco3)C(C)=O)C2=O)cc1 (centres undefined),1%,2%,0%,0%,-0.3,-2%,1,-4%
CCOc1ccccc1CN1CCN(Cc2ccc(C)o2)C(CCO)C1 (centres undefined),-3%,5%,-2%,-2%,0.6,-6%,-1,-2%
CCOC(=O)N1CCN(Cc2nnc(-c3ccccc3Cl)o2)CC1,4%,-7%[57.1 µM],-12%,-4%,-2.9,7%,0,-5%
COc1ccc(NC(=O)CN2C(=O)NC3(CCCc4ccccc43)C2=O)c(OC)c1 (centres undefined),7%,2%,-3%,3%,0.0,3%,-14,.
c1ccc(CCCNc2ncccn2)cc1,16%,-4%,-22%,-17%,-3.2,3%,-5,7%
CC(=O)N1CCCc2cc(S(=O)(=O)N3CCCC(C(=O)Nc4cccc(C)c4)C3)ccc21 (centres undefined),3%,1%,4%,-12%,-4.2,-4%,0,?
O=C(Nc1ccc2c(c1)CCCN2C(=O)c1ccccc1)c1ccccc1,-11%,-9%,-9%,?,-3.5,9%,9,8%
CSc1ccccc1C(=O)OCC(=O)NC1CCS(=O)(=O)C1 (centres undefined),2%,8%[57.1 µM],?,?,-0.4,7%,-8,-12%

# Some of these compounds in order of the WRN inhibitor value, low to high:
compound | WRN inhibitor
Cc1sc(NC(=O)COc2cccc(-n3cnnn3)c2)c(C#N)c1C | -11%
CN(CC(=O)NCCc1ccc(S(N)(=O)=O)cc1)S(=O)(=O)c1cccc2nsnc12 | -9%
N/C(=N\OC(=O)Cc1cccs1)c1ccc(Cl)cc1 | -8%

# Bioassay records (PubChem)

# Rows were taken by chance; any-hit rate near 4.1%.
